Screening data as filed in PubChem BioAssay.
hcDAF12 agonist: H. contortus DAF-12 nuclear receptor activators, primary screen, cell-based, luminescence, HEK293, lit1-tk-luc reporter | 370,000 compounds, 1.4% hits | activation, % at 6.8 µM | HEK293 hcDAF-12 lit1-tk-luc reporter; 0% DMSO, 100% Δ7-dafachronic acid;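 active = activation above the mean of all tested compounds plus 3 SD, cut at about 5.5% in these data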;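 also: 100% = response to 3 µM Δ7-dafachronic acid high control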
FXN GAA850 act: FXN promoter activators, primary screen, cell-based, luciferase luminescence, HEK293 lucGAA850; HEK293 lucGAA850 FXN promoter luciferase reporter, 24 h; percent of 10 µM SAHA response; activation, % at 6 µM; 360,000 compounds, 0.56% hits;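 active = activation above the average of all compounds screened plus 3 SD, cutoff fixed separately per campaign, cut at about 7.5% in these data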;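 also: 0% = DMSO wells and 100% = 10 µM SAHA wells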
SMARCA2 activ: SMARCA2 (BRM) function activators, primary screen, cell-based, luminescence, high throughput. MG213 cells, MMTV-luciferase reporter, dexamethasone, overnight. activation, % at 9.1 µM. 370,000 compounds, 1% hits. AID 652017, 2013; in the data active = activation above about 7.8%;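 also: 0% = vehicle wells and 100% = reference activator wells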
ssDAF-12 act: S. stercoralis DAF-12 nuclear receptor activators, primary screen, cell-based, luminescence, HEK293, GRIP1 co-expression, lit1-tk-luc | Nuclear hormone receptor DAF-12 (Strongyloides stercoralis) | HEK293 ssDAF-12/GRIP1 lit1-tk-luc reporter; % of 3 µM dafachronic acid response | activation, % at 6.8 µM | 370,000 compounds, 1% hits;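 active = activation above the mean over all tested compounds plus 3 SD, cut at about 0.9% in these data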;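 also: 0% = DMSO-only wells and 100% = 3 µM delta7-dafachronic acid wells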
PG9 Ab binder: binders of HIV-1 gp120 antibody PG9, primary screen, biochemical, TR-FRET. 360,000 compounds, 0.43% hits. inhibition, % at 6.7 µM. AID 624416, 2012. TR-FRET gp120-PG9 antibody binding. HIV-1 gp120 / PG9 antibody interaction; in the data active = inhibition above about 8.5%
DAX1 inh-1: DAX1 (NR0B1) inhibitors, primary screen, cell-based, HEK293, Gal4-DAX1, luciferase luminescence | Nuclear receptor subfamily 0 group B member 1 (Homo sapiens), P51843 | HEK293 Gal4-DAX1 luciferase reporter | inhibition, % at 6.75 µM | 340,000 compounds, 0.99% hits | AID 504766, 2011;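 active = inhibition above the mean over all tested compounds plus 3 SD, cut at about 4.2% in these data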;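 also: 0% = DAX1-transfected cells with DMSO and 100% = empty-vector control cells with DMSO; inhibition shows as a rise in luminescence from relieved DAX1 repression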
Target sequence (P51843 207-470 limits assumed): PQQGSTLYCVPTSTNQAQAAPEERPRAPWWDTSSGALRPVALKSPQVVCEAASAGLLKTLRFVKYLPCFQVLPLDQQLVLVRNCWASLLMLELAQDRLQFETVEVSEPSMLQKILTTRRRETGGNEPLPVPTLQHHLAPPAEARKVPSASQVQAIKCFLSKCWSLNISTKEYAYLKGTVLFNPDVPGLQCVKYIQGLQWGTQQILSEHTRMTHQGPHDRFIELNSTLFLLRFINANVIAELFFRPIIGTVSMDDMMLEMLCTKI
ADAM17 inh: ADAM17 inhibitors, primary screen, biochemical, QFRET. inhibition, % at 6.95 µM. 370,000 compounds, 0.83% hits. recombinant ADAM17, EDANS/DABCYL FRET peptide cleavage. Disintegrin and metalloproteinase domain-containing protein 17 (Homo sapiens), P78536;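 active = inhibition above the mean of compounds lying between control limits plus 3 SD, set per campaign, cut at about 8.5% in these data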;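 also: 0% = DMSO-only wells as the low control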
GC-A act: GC-A stimulated cGMP production enhancers – HEK293 GC-A cells, cGMP TR-FRET, EC30 ANP, primary screen. Atrial natriuretic peptide receptor 1 (Homo sapiens), P16066. 0% at EC30 ANP, 100% saturating ANP. activation, % at 10 µM. 370,000 compounds, 0.14% hits; in the data active = activation above about 40%
hgDAF-12 ag: H. glycines DAF-12 receptor agonists, primary screen, cell-based, luminescence, HEK293, GAL4 fusion, UAS-luciferase. Nuclear hormone receptor DAF-12 (Heterodera glycines), GAL4 fusion. HEK293 GAL4-hgDAF12 UAS-luciferase reporter, agonist luminescence; normalized to butyrate control. AID 687014, 2013. activation, % at 6.8 µM. 370,000 compounds, 1.8% hits;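 active = activation above a cutoff set at the mean of all screened compounds plus 3 SD, cut at about 10% in these data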;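 also: 0% = DMSO wells and 100% = sodium butyrate wells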
ADAM10 inh: human ADAM10 inhibitors, primary screen, biochemical, QFRET, HTS. Disintegrin and metalloproteinase domain-containing protein 10 (Homo sapiens), O14672. recombinant ADAM10, EDANS/DABCYL FRET peptide cleavage, 3 h. inhibition, % at 7 µM. 370,000 compounds, 0.62% hits. AID 720582, 2013;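 active = inhibition above a per-campaign cutoff equal to the mean of compounds falling between control-based bounds plus 3 SD, cut at about 20% in these data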;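 also: 0% = DMSO wells while the 100% control is not disclosed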
Target sequence (O14672 214-748 limits assumed): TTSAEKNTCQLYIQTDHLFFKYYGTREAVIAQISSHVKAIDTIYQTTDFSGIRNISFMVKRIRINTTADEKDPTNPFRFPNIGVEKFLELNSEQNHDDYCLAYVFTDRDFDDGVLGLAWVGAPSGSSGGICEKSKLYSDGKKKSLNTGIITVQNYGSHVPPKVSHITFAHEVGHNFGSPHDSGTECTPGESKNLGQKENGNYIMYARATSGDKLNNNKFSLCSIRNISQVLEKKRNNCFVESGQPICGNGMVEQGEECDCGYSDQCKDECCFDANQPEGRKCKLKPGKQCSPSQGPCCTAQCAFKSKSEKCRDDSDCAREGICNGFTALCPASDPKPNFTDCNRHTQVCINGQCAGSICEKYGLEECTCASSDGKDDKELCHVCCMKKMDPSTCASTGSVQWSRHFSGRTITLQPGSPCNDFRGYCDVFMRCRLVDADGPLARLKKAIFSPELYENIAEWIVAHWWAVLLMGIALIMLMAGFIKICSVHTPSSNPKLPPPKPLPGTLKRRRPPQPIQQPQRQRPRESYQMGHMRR
DAX1 inh-2: DAX1 (NR0B1) inhibitors on StAR promoter, primary screen, cell-based, luminescence, SF-1 (NR5A1), full-length DAX-1; HEK293T StAR-luciferase reporter, SF-1/DAX-1 repression relief; inhibition, % at 6.8 µM; 370,000 compounds, 1.1% hits; AID 652010, 2013;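 active = inhibition above the mean over all tested compounds plus 3 SD, cut at about 3.6% in these data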;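 also: 0% = DAX-1 cells with DMSO and 100% = cells lacking DAX-1 with DMSO; higher inhibition means more luminescence from relief of DAX-1 repression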
Starred values were filed as active, the others as inactive; / = no result given.

SMILES	hcDAF12 agonist	FXN GAA850 act	SMARCA2 activ	ssDAF-12 act	PG9 Ab binder	DAX1 inh-1	ADAM17 inh	GC-A act	hgDAF-12 ag	ADAM10 inh	DAX1 inh-2
CN(C)c1cccc(C(=O)N(Cc2ccccc2)Cc2ccccc2)c1	0.7	0.0	-2	-1.0	-1.7	-1.4	-5	-17	-1.0	5	-0.7
CC1=NN(C(N)=S)C(=O)C1N=Nc1ccc(O)cc1 (stereo not given)	-0.8	1.4	-2	-1.7	-13	1.9	4	-2	-1.7	4	0.0
O=C(CSc1ccccn1)Nc1nonc1[N+](=O)[O-]	-1.3	-7.6	-5	-1.2	0.2	-2.0	1	0	-4.6	-7	-1.2
O=C(CCC(=O)NNC(=O)Nc1cccc(Cl)c1)NCc1ccccc1	-2.1	-0.5	-4	-1.9	0.1	0.5	-5	2	-0.3	-12	-0.4
CCn1cc(S(=O)(=O)CC(=O)NC2CCCCC2)c2ccccc21	0.3	-1.0	0	0.0	-0.7	0.3	0	-2	2.7	2	0.3
CCC1(c2ccc(Cl)cc2)NC(=S)N(c2ccc(C)cc2)N1 (stereo not given)	6.2*	5.8	9.3*	0.5	-0.3	-0.3	0	-1	11*	3	1.0
O=C(NCCCN1CCOCC1)c1onc(CSc2ccc(F)c(F)c2)c1C(=O)NCCCN1CCOCC1	-0.6	0.8	-1	-1.4	1.0	0.0	-4	-4	0.7	0	-0.2
Cc1ccnc(NC(=O)CCC(=O)N(CC(=O)NCC2CCCO2)Cc2ccc(F)cc2)c1 (stereo not given)	-0.2	-0.1	1	-0.9	-2.5	0.4	-2	-1	3.2	3	-0.2
c1cncc(-c2nn3c(Cn4nnc5ccccc54)nnc3s2)c1	2.5	16*	0	-0.5	-0.7	0.2	2	0	0.1	3	0.5
CC1(C)Cc2c(c(-c3ccco3)nc3sc4c(NCCN5CCOCC5)ncnc4c23)CO1	-4.0	4.0	3	-1.7	1.9	-2.5	-119	17	-5.7	-499	-0.7
CCCC(=O)N1CCCC1(C)C(=O)N(C)Cc1cccc2ccccc12 (stereo not given)	-0.7	-5.3	-4	-0.8	0.5	/	-4	-3	-3.7	-25	-1.9
O=C(COC(=O)/C=C/c1ccc(OC(F)F)cc1)NC1CCCCCCC1	0.6	-1.2	-2	-0.9	-0.3	1.8	-3	2	1.8	0	2.8
COc1ccc(-c2noc(CSc3nc4ccccc4c(=O)n3-c3ccccc3)n2)cc1OC	-1.1	-0.6	-2	-0.6	0.5	2.6	-1	3	-1.9	6	0.1
COc1cccc(/C=N\n2c(C)nnc2C)c1OC	-1.8	-1.1	1	-1.0	1.7	0.8	-11	-2	1.2	-30	0.2
O=C(CN1C(=O)C2C3C=CC(C3)C2C1=O)Nc1nncs1 (stereo not given)	-0.8	0.0	-2	-1.5	0.0	0.3	3	-1	-1.3	7	0.5
O=C(Nc1ccccc1)NC(Cc1ccc(O)cc1)C(=O)O (stereo not given)	-0.1	0.1	8	-0.5	-0.3	0.0	0	5	2.8	-4	0.6
CC(=O)c1ccc(NS(=O)(=O)c2cc3c(cc2C)N(C(C)=O)CCO3)cc1	3.6	-0.7	0	-0.5	2.9	0.4	-2	3	4.1	-6	0.0
COCCNC(=O)c1cc2sc3ccccc3c2s1	1.5	4.3	4	-0.2	-2.6	0.3	-15	9	8.0	-39	1.0
COc1ccc(Br)cc1/C=N/NC(=O)c1cccc(S(=O)(=O)N2CCOCC2)c1	-1.7	-1.0	1	-2.2	-2.1	-0.4	-3	2	3.0	0	-1.7
O=C(Nc1ccc2sccc2c1)c1ccc(Cl)s1	15*	4.7	1	1.4*	-1.2	2.1	1	-4	21*	-10	9.0*
Cc1c(NC(=O)CN2CCN(c3ccccc3)CC2)c(=O)n(-c2ccccc2)n1C	-1.6	-0.9	1	-1.1	-1.4	-0.3	2	0	-0.3	12	-0.1
O=C(c1ccco1)N1CCCC(c2nc3c(nnn3Cc3ccc(Cl)cc3Cl)c(=O)[nH]2)C1 (stereo not given)	-2.2	0.9	5	-1.0	2.0	-1.2	-2	-6	-0.2	3	-0.2
O=C(Nc1ccc(OC(F)F)cc1)c1cc(S(=O)(=O)N2CCOCC2)ccc1N1CCCC1	-0.3	0.6	6	-1.1	-1.8	-0.3	-12	-1	-1.3	-68	0.9
CCCCC1Cc2[nH]c(=S)[nH]c(=O)c2C(c2ccc(F)cc2)O1 (stereo not given)	2.2	/	-2	-0.9	-1.4	/	6	-1	-2.3	3	0.4
Cc1ccc(Nc2ncc3c(=O)[nH][nH]c(=O)c3n2)cc1	0.7	0.1	-3	-0.8	-0.1	0.8	-7	-12	-1.1	-3	1.9
Nc1ccc(C(=O)N2CCCC2)cc1	-1.7	0.6	-1	-1.2	0.8	-0.9	-1	1	7.9	3	0.4
Cc1c(NCc2ccncc2)cccc1C(=O)O	-1.7	-1.4	4	-0.9	-0.6	0.9	2	-1	1.4	7	0.1
CC(NC(=O)c1ccncc1)C(C)(C)C (stereo not given)	-0.3	2.5	-1	-1.2	-0.2	0.4	-8	9	-0.8	-10	-0.6
Cn1c(=O)n(CCO)c(=O)c2c1nc(Br)n2Cc1ccccc1	0.7	-0.4	1	-1.2	0.3	-0.3	-2	2	3.6	-6	-0.9
CSc1nncn1/N=C/c1cc(Cl)ccc1F	-0.2	-0.2	-4	-1.3	0.3	2.8	4	1	-2.5	3	-0.1

Look-ups from the entries so far:
hgDAF-12 ag result of Nc1ccc(C(=O)N2CCCC2)cc1 : 7.9
ADAM17 inh result of CCCCC1Cc2[nH]c(=S)[nH]c(=O)c2C(c2ccc(F)cc2)O1 (stereo not given) : 6
DAX1 inh-2 result of CSc1nncn1/N=C/c1cc(Cl)ccc1F : -0.1
ssDAF-12 act result of O=C(NCCCN1CCOCC1)c1onc(CSc2ccc(F)c(F)c2)c1C(=O)NCCCN1CCOCC1 : -1.4
hcDAF12 agonist result of CC1(C)Cc2c(c(-c3ccco3)nc3sc4c(NCCN5CCOCC5)ncnc4c23)CO1 : -4.0

Other structures follow.
SMILES	hcDAF12 agonist	FXN GAA850 act	SMARCA2 activ	ssDAF-12 act	PG9 Ab binder	DAX1 inh-1	ADAM17 inh	GC-A act	hgDAF-12 ag	ADAM10 inh	DAX1 inh-2
Cc1cccc(NCc2ccccc2OCc2ccccc2F)c1	0.5	2.3	-2	-1.5	-1.6	-1.6	7	3	2.6	10	0.3
COc1ccc(OC)c(-c2c(C#N)c(N)nc3c2c(=O)nc2sccn23)c1	-1.7	0.6	-2	0.0	1.9	1.2	-4	1	-1.7	3	-0.1
CCOc1ccc(-n2c(SCc3nc4ccccc4[nH]3)nnc2-c2cccc(Cl)c2)cc1	-2.1	/	0	-1.6	/	/	1	-18	0.6	0	-1.1
COCCNC(=O)c1cc(-c2ccc(Cl)c(Cl)c2)on1	0.6	0.7	1	-0.3	0.4	0.9	-1	4	1.6	-4	0.6
CC(=NNC(=O)c1ccncc1)c1cccc(Br)c1	0.4	-0.3	0	-1.3	-2.8	0.5	-3	-4	0.5	1	0.0
C=CCNc1nc(C)c(C(C)=O)cc1C#N	-1.0	2.2	2	-0.6	-0.2	0.8	-1	-2	-1.6	-2	-0.1
Cc1ccc(OCC(=O)Nc2cc(S(=O)(=O)N3CCCCC3)ccc2C)c([N+](=O)[O-])n1	1.2	1.8	2	-0.9	2.1	0.8	-8	0	-2.0	-4	-0.2
CCCNC(=O)C1(C)CCN(C(=O)c2cc(C)n(C(C)(C)C)n2)C1 (stereo not given)	0.9	1.9	-1	-1.1	-1.7	/	-1	-2	1.6	-8	-0.7
Cc1cccc(CS(=O)(=O)Cc2ccc(C(=O)NC3CCCCCC3)o2)c1	-2.2	1.4	-4	-0.6	0.5	0.2	-1	1	-2.3	1	-2.2
O=C(CCNC(=O)c1ccccc1Cl)Nc1cc(C(F)(F)F)ccc1Cl	-2.7	-1.7	-4	-1.7	0.2	0.9	-4	5	-4.2	-3	-1.3
CCSCCNC(=O)c1cncc(Br)c1	-3.8	-0.3	4	-0.9	-0.6	-0.2	-3	2	-0.8	1	-0.3
O=C(N[C@H](C(=O)N1CCC[C@H]1C(=O)NC1CCCC1)c1ccccc1)c1ccccc1	3.6	/	4	-1.4	-0.5	/	-5	3	-0.1	-7	0.1
O=C(O)CN1C(=O)SC(Nc2ccc(Cl)cc2)C1=O (stereo not given)	0.9	-0.7	2	-0.5	2.1	1.0	2	-2	-1.1	1	0.0
Cc1cc(OCC(=O)NNC(=O)CCc2ccccc2)ccc1Br	-1.1	2.3	-1	-0.6	2.0	-0.8	2	5	-1.5	4	0.5
O=C(NCCN1CCC(n2c(=O)[nH]c3ccccc32)CC1)c1cccs1	-1.3	/	-4	-1.0	2.2	/	-6	-1	2.1	-12	0.1
COc1cccc(C(=O)COc2cccc(NC(=O)c3ccco3)c2)c1	-1.4	2.2	-5	-2.2	-0.6	0.0	9.2*	2	-2.0	6	-0.3
c1ccc(N2CCN(Cc3ccsc3)CC2)nc1	-0.9	3.7	6	-1.8	-0.1	0.0	0	-2	-1.0	-1	0.0
COCCNc1nc2cc(-c3cccc(C(F)(F)F)c3)sc2c(=O)n1C	-0.1	1.9	-2	-0.9	-0.3	/	-3	-1	-0.9	-15	0.1
O=C(NCCC(=O)N1CCN(c2ccccn2)CC1)c1ccc([N+](=O)[O-])cc1	-1.8	-1.8	-3	-1.1	-1.8	0.9	-3	2	0.2	-17	1.0
O=C(NC1CCCCCC1)C(=S)NCCc1ccccc1	0.6	1.6	-3	-0.4	-1.2	0.0	-8	1	-1.4	-9	0.2

Reformatted: two of the compounds above
smiles | hcDAF12 agonist | FXN GAA850 act | SMARCA2 activ | ssDAF-12 act | PG9 Ab binder | DAX1 inh-1 | ADAM17 inh | GC-A act | hgDAF-12 ag | ADAM10 inh | DAX1 inh-2
O=C(NCCN1CCC(n2c(=O)[nH]c3ccccc32)CC1)c1cccs1 | -1.3 | / | -4 | -1.0 | 2.2 | / | -6 | -1 | 2.1 | -12 | 0.1
Cc1cc(OCC(=O)NNC(=O)CCc2ccccc2)ccc1Br | -1.1 | 2.3 | -1 | -0.6 | 2.0 | -0.8 | 2 | 5 | -1.5 | 4 | 0.5
